NPYLR7 ag – agonists of mosquito NPYLR7 receptor, primary screen, cell-based, Aedes aegypti, calcium fluorescence, mosquito biting behavior; Aedes aegypti neuropeptide Y-like receptor 7 (NPYLR7); HEK293T NPYLR7/Galpha15, GCaMP6s calcium fluorescence; activation, % at 10 µM; actives 0.15% (n = 270,000); AID 1259423, 2018; in the data active = activation above about 40%;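 also: 0% = vehicle and 100% = reference agonist at the receptor; some compounds past the cut are filed as inactive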
mcGAS inh – cyclic GMP-AMP synthase inhibitors, mouse, primary biochemical chemiluminescence | Q8C6L5 | recombinant cGAS, Kinase-Glo ATP depletion luminescence | inhibition, % at 12.5 µM | actives 0.15% (n = 160,000);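 also: 0% = negative control wells and 100% = reference inhibitor with no enzyme activity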
hcGAS lum – Primary biochemical luminescence assay for human cyclic GMP-AMP synthase inhibitors; Q8N884; recombinant h-cGAS, ATP depletion, Kinase-Glo luminescence; inhibition, % at 12.5 µM; actives 0.081% (n = 290,000);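 also: 0% = vehicle reaction and 100% = reaction without DNA for no activity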
Target sequence (Q8N884 whole entry, looked up): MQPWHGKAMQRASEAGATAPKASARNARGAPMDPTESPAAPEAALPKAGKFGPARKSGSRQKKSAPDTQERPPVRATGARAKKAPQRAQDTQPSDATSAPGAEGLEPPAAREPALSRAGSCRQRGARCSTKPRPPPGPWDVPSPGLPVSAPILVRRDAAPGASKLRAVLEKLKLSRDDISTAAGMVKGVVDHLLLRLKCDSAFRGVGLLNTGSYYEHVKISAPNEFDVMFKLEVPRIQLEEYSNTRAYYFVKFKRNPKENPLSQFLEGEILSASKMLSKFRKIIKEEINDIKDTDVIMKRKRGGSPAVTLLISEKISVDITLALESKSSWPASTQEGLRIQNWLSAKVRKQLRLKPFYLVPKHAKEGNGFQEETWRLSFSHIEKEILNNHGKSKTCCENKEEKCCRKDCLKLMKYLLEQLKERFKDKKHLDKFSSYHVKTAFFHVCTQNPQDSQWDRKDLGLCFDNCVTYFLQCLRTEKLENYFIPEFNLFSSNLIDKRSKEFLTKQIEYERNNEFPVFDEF
Active calls of the source: *; . = no result given; & = joins results of further samples. Rule as the data show it, unless noted: active = inhibition above about 40%; inactive = the rest.

SMILES	NPYLR7 ag	mcGAS inh	hcGAS lum
CSc1ccc(NC(=S)N2CC(=O)N3CCc4ccc(F)cc4C3C2)cc1 (stereo not drawn)	32.8	-8.8	-9.4
CN(CCc1ccccc1)Cc1ccc2n1CCCN=C2C1CCC1	6.4	.	-8.1
O=C(CCN1CCCCO1)NCc1cccnc1N1CCCCCCC1	-9.1	1.0	2.2
COC(=O)c1ccc(C(c2c(O)cc(C)[nH]c2=O)c2c(O)cc(C)[nH]c2=O)cc1	1.8	-8.6	-8.3
COC(=O)C1=C(C)N(C)C(C)=C(C(=O)OC)C1c1cccc(C)c1	8.0	-6.6	-6.2
O=C(NCC1(c2ccccc2)CCOCC1)c1cc(C2CC2)[nH]n1	9.6	-12.7	-5.8
CCCCCCn1c(=O)c2c(nc3n2CCN3c2ccccc2)n(C)c1=O	22.3	-7.1	-5.5
CCC(C)(C)C1CCC(NC(=O)COc2ccc(C(=O)O)cc2OC)CC1 (stereo not drawn)	2.0	.	-12.6
Cn1cccc1-c1cc(C(=O)NCCc2ccc(Cl)cc2Cl)n(-c2ccc(Cl)c(Cl)c2)n1	-0.2	-4.4	-12.6
Cc1nccn1CCC1CCN(C(=O)c2cccc(C3CCNC3)c2)CC1 (stereo not drawn)	-1.5	.	4.2
O=C(CSc1nnc2ccc(-c3cccc([N+](=O)[O-])c3)nn12)c1cccs1	-10.4	-8.3	-7.1
CCOCCCn1c(SCc2cccc(C(=O)OC)c2)nc2cc(S(=O)(=O)N3CCOCC3)ccc21	15.1	-4.4	-11.1
Cc1[nH]cnc1CN(C)CC1CCN(CC(C)C)C1 (stereo not drawn)	5.5	.	-8.0
O=S(=O)(NC1CCCC1)c1ccc(N2CCCC2)nc1	-0.8	-6.9	-0.7
Cc1cc(=O)[nH]c(SCc2nc3c(Br)cc(Br)cc3c(=O)[nH]2)c1C#N	3.8	.	-2.8
Cc1ccc(-c2nnc(NCCCO)c3ccccc23)cc1C	-7.6	-5.0	-3.8
CCCCn1ccnc1C(O)(c1c[nH]c2ccccc12)C(F)(F)F (stereo not drawn)	-2.8	.	-12.0
Cc1ccc(C(c2ccccc2)N2CCN(S(=O)(=O)c3cccc4ccccc34)CC2)cc1 (stereo not drawn)	3.5	-6.5	-3.3
Cc1cc(NC2CCCC2)n2nc(C)c(-c3ccccc3)c2n1	-0.6	-7.3	-4.9
CS(=O)(=O)c1ccc(C(=O)NNC(=O)c2ccc(Br)s2)cc1	2.8	.	-5.3
COc1ccc(NC(=O)Cn2cc(OC)c(=O)cc2CSc2nc(C)cc(C)n2)cc1OC	-5.3	-8.1	-9.5
CC(C)(C)c1cc2nc(-c3ccccc3F)cc(C(=O)N3CCC(n4c(=O)[nH]c5ccccc54)CC3)n2n1	-8.5	-8.3&-7.3	-8.6&-5.8
Brc1ccc(-c2nc(-c3cccnc3)no2)cc1	-7.2	-4.4	-8.4
CC(=O)c1[nH]c(C)c(C(=O)N2CCC(O)(c3ccc(C)cn3)CC2)c1C	0.4	.	-3.3
NC1=NC(c2ccncc2)n2c(nc3ccccc32)N1 (stereo not drawn)	7.1	.	-1.5
Cn1c(-c2ccsc2)cc2c(Nc3cccc(S(C)(=O)=O)c3)nccc21	-4.9	-3.1	0.1
CC(C)Cn1ncc2cc(C(=O)N(C)C(C)c3cccs3)cnc21 (stereo not drawn)	6.5	.	-12.6
CCOc1ccc(C2CC(c3ccc(F)cc3)=NN2C(=O)CN2CCOCC2)cc1 (stereo not drawn)	2.7	-3.7	-0.9
N#Cc1ccccc1COc1ccc(C=C2C(=O)c3ccccc3C2=O)cc1	-1.0	.	-2.7
Cc1cc(C)cc(N2COc3cc4c(cc3C2)OCO4)c1	-4.7	.	-0.4
CN(Cc1csc(-c2ccccc2)n1)Cc1cc2n(n1)CCNC2	15.2	.	-1.5
O=C(Cc1cccs1)Nc1ncc(Cc2ccc(F)c(F)c2)s1	10.6	.	-6.3
O=S(=O)(c1ccsc1)N1CCOC(CCCc2ccccc2)C1 (stereo not drawn)	3.6	.	-2.5
CC(C)(C)c1ccc(CN(Cc2ccc3c(c2)OCO3)Cc2nc(C(=O)NCc3ccccn3)co2)cc1	17.1	-2.2	-4.0
C/C(=N/N=C1\NC(=O)C(CC(=O)Nc2ccccc2)S1)c1ccc(O)cc1O (stereo not drawn)	3.8	.	-2.9
CCOc1ccccc1C(=O)Nc1ccc(N2CCN(C(=O)c3c(F)ccc(C)c3F)CC2)nc1	28.3	-6.3	-10.2
CCc1nnc(-c2ccc(OC)c(-n3cnnc3)c2)o1	6.9	.	-2.9
CCCc1cc(=O)n2[nH]c(-c3cccc(Br)c3)cc2n1	-14.2	.	-1.3
CC(Sc1n[nH]c(=O)n1Cc1ccccc1)C(=O)NC1CCS(=O)(=O)C1 (stereo not drawn)	4.8	.	-9.8
COc1ccc(CCC2CCN(C(=O)CNC(=O)c3ccc(C)cc3)CC2)cc1	3.7	.	1.1
CC1(C(=O)NS(=O)(=O)c2cccc(C#N)c2)CCN1C(=O)CC1CCCC1 (stereo not drawn)	13.2	.	2.9
Cc1noc(C)c1S(=O)(=O)NCCOC1CCCCC1	2.6	.	-9.7
CN(Cc1ccccc1)C1(CNC(=O)c2ccoc2)Cc2ccccc2C1	7.9	.	-9.8
COc1ccc(NC(=O)CCC2CCCN(C(=O)C3=NN(C)C(=O)CC3)C2)cc1Cl (stereo not drawn)	6.5	.	-10.6
CC1(C(=O)NCc2cccc3ccccc23)CCN1C(=O)CC(c1ccccc1)c1ccccc1 (stereo not drawn)	5.5	-6.8	-8.6
COC(=O)[C@@H](C)NC(=O)[C@H]1CN(C(C)=O)CCN1C(=O)NC1CCCCC1	-9.9	-4.7	-2.4
CC(C)c1ccc(NC(=O)c2nn(CCOc3ccccc3)c3ccccc23)cc1	9.4	-4.3	-5.9
C=CCCC(O)CN(CC)CC(=O)N1CCc2sccc2C1COc1ccc(C)cc1C (stereo not drawn)	9.0	-7.3	-7.5
COc1cccc(CN2CCC2(C)C(=O)Nc2cccc(NS(C)(=O)=O)c2)c1F (stereo not drawn)	4.3	.	-13.0
Cc1sc2nc(COC(=O)C3COc4ccc(Cl)cc4C3)[nH]c(=O)c2c1C (stereo not drawn)	10.2	.	-8.9
Cn1c(O)c(N=Nc2ccc([N+](=O)[O-])cc2)c2cc([N+](=O)[O-])ccc21	-14.0	2.8	3.1
CCN(C)c1ccnc(N2CCN(Cc3ccncc3F)CC2)n1	2.3	-23.4	-6.4
CCOC(=O)C1C(=N)OC2=C(C(=O)CC(C)(C)C2)C1C1CCCCC1 (stereo not drawn)	7.2	.	6.4
O=C(Cc1ccccc1)N1CCN(c2cc(-n3ccnc3)ncn2)CC1	-15.4	-10.9	-4.1
CC(C)Cc1cc(C(=O)NC2CCCN(C3Cc4ccccc4C3)C2)nc(=O)[nH]1 (stereo not drawn)	2.1	.	-0.8
COc1cccc(C2CCCCN2Cc2nc(-c3ccc(C)o3)oc2C)c1 (stereo not drawn)	2.6	.	-8.2
O=C(NC1CC1)N1CCN(S(=O)(=O)c2ccc3c(c2)CCC3)CC1	-9.0	.	2.1
CCCc1cc(N(CCOC)CC(F)F)n2ncnc2n1	-8.8	.	9.7
OCC(O)COC(c1ccccc1)(c1ccccc1)c1ccccc1 (stereo not drawn)	5.9	-4.9	-6.5
COc1c(C)cc(C(=O)N2CCC(n3cnc4ccccc43)CC2)cc1C	.	-7.2	-8.6
Additional records follow.
SMILES	NPYLR7 ag	mcGAS inh	hcGAS lum
COc1ccc(C(=O)N2CCN(c3cc(Cl)nc(SCC(=O)N4CCC(Cc5ccccc5)CC4)n3)CC2C)cc1 (stereo not drawn)	-1.7	-6.3	-3.3
O=C(c1cc2ccsc2n1CC1CCCCO1)N1CCN(C/C=C/c2ccccc2)CC1 (stereo not drawn)	.	-3.1	-2.5
CCCc1cc(CN(C)C(=O)CCc2nnc(Cc3cccc(C)c3)o2)[nH]n1	18.1	-10.2	-7.6
CCC1(CO)CCCN(c2nccc(CCC(F)(F)F)n2)C1 (stereo not drawn)	-6.0	.	-1.6
Cc1nc(N2CCCCC2)nc2c1C(=O)CC(C)C2 (stereo not drawn)	3.8	-9.0	-4.5
CC1CCCCN1Cc1nc2c(c(=O)n(C)c(=O)n2C)n1CCCc1ccccc1 (stereo not drawn)	4.8	-8.1	-3.5
COc1ccccc1N=Nc1c(O)[nH]c2ccc(Br)cc12	-6.2	.	-1.0
Cc1ccc2c(c1)oc(=O)n2C1CCN(C(=O)c2ccnc(Cl)c2)CC1	4.6	-5.2	-3.2
COC(=O)c1c(C)[nH]c(C(=O)C(C)OC(=O)C2CC3CCCC(C2)C3=O)c1C (stereo not drawn)	22.4	-4.8	-4.8
O=C(Cn1c(=O)oc2ccccc21)NCc1nncn1C1CCCCC1	5.1	.	-7.3
COc1c(F)ccc(C(=O)N2CCc3c(ncnc3N3CCOCC3)C2)c1F	4.2	.	-2.4
COc1cc2nc(N(C)C)nc(N)c2cc1OC	3.4	.	16.4
O=C(NCC1(c2ccc(F)cc2)CCC1)N1CCC2(C1)OCCO2	3.4	-3.6	1.9
CCC(C)NC(=O)c1sc2nc(-c3ccc(OC)cc3)cn2c1C (stereo not drawn)	0.3	-8.0	-2.8
Nc1nc(SCC(=O)N2C[C@@H]3CCN(C(=O)N4CCCCC4)[C@@H]3C2)n[nH]1	.	-3.1	-1.3

Exported with values under each structure: part of the list above
Second line of a record: NPYLR7 ag	mcGAS inh	hcGAS lum
- CCCc1cc(CN(C)C(=O)CCc2nnc(Cc3cccc(C)c3)o2)[nH]n1
 : 18.1	-10.2	-7.6
- Nc1nc(SCC(=O)N2C[C@@H]3CCN(C(=O)N4CCCCC4)[C@@H]3C2)n[nH]1
 : .	-3.1	-1.3
- O=C(Cn1c(=O)oc2ccccc21)NCc1nncn1C1CCCCC1
 : 5.1	.	-7.3
- Cc1ccc2c(c1)oc(=O)n2C1CCN(C(=O)c2ccnc(Cl)c2)CC1
 : 4.6	-5.2	-3.2
- Cc1nc(N2CCCCC2)nc2c1C(=O)CC(C)C2 (stereo not drawn)
 : 3.8	-9.0	-4.5

The list goes on:
SMILES	NPYLR7 ag	mcGAS inh	hcGAS lum
COc1ccc(-n2c(SCC(O)COc3ccc(C)cc3C)nnc2-c2ccncc2)cc1 (stereo not drawn)	-4.0	-5.9	-7.6
CN(Cc1nccn1C)C(=O)CC1C(=O)NCCN1CC(c1ccccc1)c1ccccc1 (stereo not drawn)	4.5	0.0	0.2
Cn1nc(C(=O)N2CCCC(CNC(=O)c3cccc4ccccc34)C2)ccc1=O (stereo not drawn)	2.3	.	1.3
COCCN(CC(=O)Nc1cc(C(C)(C)C)nn1-c1ccc(C)cc1C)C(=O)c1cccc(Br)c1	.	-9.0	-11.2
O=C(c1c(F)c(F)cc(F)c1F)N1CCC(CCc2ccccc2)CC1	0.0	-5.4	-5.9
O=C(NCc1ccc(Cl)s1)c1cccnc1N1CCCC1	9.0	.	-6.0
C=CCOC(=O)C1=C(C)Nc2nc(SCC=C)[nH]c(=O)c2C1c1ccc(C(C)C)cc1 (stereo not drawn)	2.5	-7.9	-3.6
Cc1cc(Oc2ccc(F)cc2)nc(SCc2ccccc2C)n1	16.5	-4.0	-11.1
O=c1cc(Cc2ccccc2)nc2c(-c3ccccc3)c(C(F)(F)F)[nH]n12	-11.3	.	68.1*
CCCc1cc(=O)[nH]c2nnc(SCC#N)n12	-9.9	-7.2	-4.3
Cc1nc(CS(C)(=O)=O)sc1C(=O)Nc1ccccc1	-21.6	.	-11.5
COCc1nc(C)nc(N2CCN(C(=O)C(C)(C)CCl)CC2)c1Cc1ccc(OC)cc1	11.3	-2.8	-2.2
CCc1nccn1CC(=O)NCc1c(C)noc1C	-0.6	.	-2.4

Pulled by compound from above (six):
SMILES	NPYLR7 ag	mcGAS inh	hcGAS lum
O=c1cc(Cc2ccccc2)nc2c(-c3ccccc3)c(C(F)(F)F)[nH]n12	-11.3	.	68.1*
Cc1cc(Oc2ccc(F)cc2)nc(SCc2ccccc2C)n1	16.5	-4.0	-11.1
CN(Cc1nccn1C)C(=O)CC1C(=O)NCCN1CC(c1ccccc1)c1ccccc1 (stereo not drawn)	4.5	0.0	0.2
O=C(NCc1ccc(Cl)s1)c1cccnc1N1CCCC1	9.0	.	-6.0
CCCc1cc(=O)[nH]c2nnc(SCC#N)n12	-9.9	-7.2	-4.3
COCCN(CC(=O)Nc1cc(C(C)(C)C)nn1-c1ccc(C)cc1C)C(=O)c1cccc(Br)c1	.	-9.0	-11.2
